Growth percent in the NCI-60 one-dose screen (48 h, 10 µM unless noted): 100 = growth as untreated, 0 = no growth, -100 = all killed.
A498: A498 renal cancer cells; 5.4% of 76,000 active; AID 1794774
SN12C: SN12C renal cancer cells; 3.8% of 81,000 active; AID 1794767
ACHN: ACHN renal cancer; 4.9% of 81,000 active
RXF 393: RXF 393 renal cancer cells | 6.9% of 77,000 active | AID 1794773
UO-31: UO-31 renal cancer | 5.2% of 81,000 active | AID 1794768
TK-10: TK-10 renal cancer cells; AID 1794769; 3.9% of 81,000 active
CAKI-1: CAKI-1 renal cancer. 4.7% of 75,000 active
786-0: 786-0 renal cancer cells; AID 1794775; 5.1% of 81,000 active
DU-145: DU-145 prostate cancer; 4.2% of 81,000 active; AID 1794760
Numbers without * were called inactive; nt = no result given; [ ] = another dose, or the depositor's remark. Rule for the calls: active = growth percent below 10; inactive = the rest.

SMILES	A498	SN12C	ACHN	RXF 393	UO-31	TK-10	CAKI-1	786-0	DU-145
C=C1C(=O)O[C@H]2[C@H]1CC/C(COC(=O)/C=C\C(=O)NCc1ccc(Cn3c(=O)sn(-c4ccc(Cl)cc4)c3=O)cc1)=C\CC[C@@]1(C)O[C@@H]21	-16*	-96*	-100*	nt	-100*	-85*	-70*	-83*	-95*
COC(=O)c1ccc(-n2cc(CCCOS(=O)(=O)c3ccc(C)cc3)nn2)cc1	92	100	100	104	84	103	90	98	103
CN(C)c1ccc(-c2ccccc2)cc1	106	111	109	140	97	101	nt	103	108
OCC(O)COc1ccccc1 (stereo not given)	107	104	96	nt	94	nt	98	101	122
C/C(=N/NC(=O)c1sc(=S)n(C)c1N)c1cc2cc(Cl)ccc2o1	-3.8*	91	96	nt	nt	101	117	106	87
CCOC(=O)c1sc2nc(-c3cc(OC)c(OC)c(OC)c3)nc(N3CCOCC3)c2c1C	-0.9*	36	34	32	22	48	32	52	48
O=c1[nH]c2ccccc2cc1CSc1nccc(-c2ccc3ccccc3c2)n1	114	nt	96	59	79	83	57	78	81
CCCC(=O)n1nc(C(=O)OCC)c2ccccc21	108	111	109	108	92	101	99	102	108
O=C(c1ccc(Cl)cc1)C1[C@H](c2ccccc2Cl)[C@@H](c2ccccc2)NC12C(=O)Nc1ccc(Cl)cc12 (stereo not given in full)	-41*	-90*	-26*	-93*	-51*	-0.4*	-20*	-55*	-28*
O=C(CCc1c[nH]c2ccccc12)Nc1nnc(Cc2ccccc2)s1	115	87	82	133	65	105	94	100	108
CC(=O)Nc1cccc(C(=O)C2=Cc3cccn3Cc3cnnn32)c1	118	81	108	82	70	94	92	102	109
CC(=O)c1ccc2c3c(cc(C)c2c1)CCCC3	81	95	105	102	78	102	98	86	107
C/C(=N/O)c1ccc(NC(=O)CSc2nnc(-c3ccc(-c4nc5ccc(Cl)cc5[nH]4)cc3)o2)cc1	160	-34*	45	-72*	104	99	60	-66*	-14*
COc1cc(/C=C2/C=C(c3ccccc3)N(CCc3ccc(S(N)(=O)=O)cc3)C2=O)cc(OC)c1OC	87	105	103	96	88	96	99	85	109
Cn1c(=O)n(C)c2cc(NCc3cn(-c4ccc(C(F)(F)F)cc4)nc3-c3ccc(C(=O)O)cc3)ccc21	nt	99	102	116	81	117	91	98	117
Oc1c(I)cc(I)cc1CNCCN(Cc1ccccn1)Cc1ccccn1	-88*	16	-84*	-85*	-89*	-91*	-92*	-95*	-74*
Cc1cccc(Cl)c1NC(=O)SC(C)C	91[100 µM]	99[100 µM]	103[100 µM]	108[100 µM]	95[100 µM]	100[100 µM]	92[100 µM]	99[100 µM]	108[100 µM]
CC[C@@](C)(NC(=O)C(C)(C)NC(=O)[C@@H](NC(=O)[C@@H]1CCCN1C(=O)C(C)(C)NC(=O)[C@H](CC(C)C)NC(=O)CNC(=O)C(C)(C)NC(=O)[C@@H](NC(=O)C(C)(C)NC(=O)[C@H](CCC(N)=O)NC(=O)[C@H](C)NC(=O)C(C)(C)NC(=O)[C@H](C)NC(=O)C(C)(C)NC(=O)[C@@H]1CCCN1C(=O)C(C)(C)NC(C)=O)C(C)C)C(C)C)C(=O)N[C@@H](CCC(N)=O)C(=O)N[C@@H](CCC(N)=O)C(=O)N[C@H](CO)Cc1ccccc1	55[4.25 µM]	13[4.25 µM]	107[4.25 µM]	29[4.25 µM]	90[4.25 µM]	90[4.25 µM]	nt	77[4.25 µM]	31[4.25 µM]
Cc1ccc(-c2nnc(COc3ccc(-c4nnc(N)s4)cc3)o2)cc1	103	82	107	58	92	106	95	97	100
CCOC(=O)c1c(NS(=O)(=O)c2ccccc2[N+](=O)[O-])sc2c1CCCC2	nt	102	109	114	90	109	99	104	103
Fc1ccc(-c2cnc3nonc3n2)cc1Br	90	106	99	105	76	105	102	96	106
Oc1cccc(Nc2nc(-c3ccccn3)cs2)c1	nt	98	102	113	73	111	111	102	122
Cc1cc(Nc2nc(-c3cn(-c4ccc(Cl)cc4)nn3)nc3ccccc23)n[nH]1	30	59	43	nt	30	45	19	61	53
N#Cc1cc(-c2ccccc2)[nH]c1-c1nccc2ccccc12	117	87	68	96	71	40	52	69	99
COc1ccc(-c2nc(C#N)c(NCC(c3ccco3)N3CCCC3)o2)cc1 (stereo not given)	43	50	44	15	52	82	nt	34	49

Reprinted at random: 2 compounds from above
SMILES	A498	SN12C	ACHN	RXF 393	UO-31	TK-10	CAKI-1	786-0	DU-145
Oc1cccc(Nc2nc(-c3ccccn3)cs2)c1	nt	98	102	113	73	111	111	102	122
CCOC(=O)c1sc2nc(-c3cc(OC)c(OC)c(OC)c3)nc(N3CCOCC3)c2c1C	-0.9*	36	34	32	22	48	32	52	48

Further records.
SMILES	A498	SN12C	ACHN	RXF 393	UO-31	TK-10	CAKI-1	786-0	DU-145
[N-]=[N+]=NCC1OC(n2cnc3c(NC(=O)Nc4ccccc4)ncnc32)C2OC(=O)CC12 (stereo not given)	100	118	101	-29*	79	101	101	105	109
CCSC(=O)NCc1ccco1	90	87	76	80	67	87	90	96	54
CCOC(=O)c1cn2c3c(cccc3c1=O)C(=O)/C(=C/c1ccccc1)C2	126	101	99	92	64	105	88	89	99
CN1CCS(=O)(=O)C2CCCCC2C1=O (stereo not given)	110	100	106	104	91	110	98	101	115
COc1cccc(-c2nc3sccn3c2-c2ccnc(NCCNS(=O)(=O)c3cccc(F)c3)c2)c1	37	28	21	40	6.4*	51	21	48	30
COc1ccc(CN2CCO[C@H](COc3ccccc3)C2)cc1F	100	103	106	102	86	98	96	97	110
CN(C)c1ccc(O)c2c1CC1CC3C(N(C)C)C(=O)C(C(N)=O)=C(O)C3(O)C(=O)C1=C2O (stereo not given)	26	36	35	46	24	nt	-3.1*	45	49
COc1ccc(/C=C2\SCc3cc4ccc(OC)cc4[o+]c32)c(O)c1	119	100	106	nt	75	107	98	98	109
Cc1cs/c(=N\NC(=O)c2cc(-c3cc4ccccc4o3)nn2-c2ccccc2)n1-c1ccccc1	nt	97	89	nt	nt	121	100	91	nt
Nc1nc2c(C(=O)Nc3ccc(Cl)cc3)c(Nc3ccc(Cl)cc3)nn2cc1-c1nc2ccccc2s1	93	95	107	111	79	130	91	110	111
CCCCCCCCCCCCCCCCCCOc1ccccc1CC(=O)OCCC[N+](C)(C)C	98	36	68	-18*	90	50	44	51	61
O=C(NNc1ccccc1)OCc1ccccc1	86	85	50	119	57	90	28	78	69
O=C(C1CC1)N1CCN(c2ncc([N+](=O)[O-])c(N3CCN(C(=O)C4CC4)CC3)n2)CC1	91	91	110	89	90	98	99	99	106
Nc1c(C(=O)Nc2ccccc2)oc2ncccc12	100	107	95	109	64	133	92	104	102
O=C(Nc1nc(-c2ccccc2)cc(-c2ccc(Cl)cc2)n1)c1cccnc1	84	102	110	91	81	114	89	90	110
CN(C(=O)Nc1ccc([N+](=O)[O-])cc1)c1ccccc1	88	103	102	105	87	107	95	95	108
COc1ccc(/C=C/C(=O)OCC(=O)NNC(=O)c2ccccc2)cc1OC	93	101	90	97	81	121	83	100	101
CC=C(C(=O)OCCCCCCCC)C(=O)OCCCCCCCC	109	107	110	102	95	99	118	103	109
CC(C)(C)c1ccc(OCCOCCCl)c(Cl)c1	98	98	100	103	95	95	101	100	103
O=S(=O)(Nc1ncccn1)c1ccc(NC2Nc3nc4ccccc4nc3S2)cc1 (stereo not given)	99	98	99	109	79	109	94	100	105
O=C1Nc2ccccc2C1C1c2ccccc2NC(=O)N1Cc1ccccc1 (stereo not given)	112	96	100	105	83	94	90	99	116
COc1ccc(Nc2nc(SCCC(C)C)nc(-c3ccc(OC)cc3)c2C#N)cc1	95	98	99	104	93	109	86	97	107
OCCCc1ccccc1	110	96	106	105	73	108	104	110	118
COc1ccc(C(=O)/C=C/c2cn(-c3ccccc3)nc2-c2ccc(S(C)(=O)=O)cc2)cc1	113	66	73	86	74	153	85	102	60
Cc1ccc(-c2nc(/C=C3/C(=O)Nc4ccccc43)c3ccccn23)cc1	104	83	17	38	54	89	49	104	-16*

(more compounds)
SMILES	A498	SN12C	ACHN	RXF 393	UO-31	TK-10	CAKI-1	786-0	DU-145
Clc1cccc(Cl)c1NC1=NCCN1	112	97	100	109	79	nt	89	100	115
Cc1ccc(-c2cn(-c3ccc(Cl)cc3)c(SCC(=O)c3ccc(Br)cc3)n2)cc1	96	94	83	91	92	100	82	86	101
CCOC(=O)/C(C#N)=C/c1ccc(C#N)cc1	110	107	113	107	94	101	98	100	101
CCCNCCCCC(C)Nc1cc(OC)cc2cccnc12 (stereo not given)	nt	99	109	106	92	107	96	102	112
CCOC(=O)c1cc(C(=O)c2ccc(Br)cc2)n2c1ccc1c3ccccc3ccc12	115	98	94	98	85	110	103	98	103
COc1ccc2nc3cc(Cl)ccc3c(SC(CC(=O)O)C(=O)O)c2c1 (stereo not given)	83	101	113	111	78	98	97	104	100
COc1ccc(OC)c(/C=C2\Oc3cc(OCCN4CCC(Cc5ccccc5)CC4)ccc3C2=O)c1	89	81	100	56	54	98	61	78	97
COc1ccc(C/C(C)=C(/c2ccc(OCCCN(C)C)cc2)c2ccc(OC(C)=O)cc2)cc1	nt	81	85	66	62	99	82	63	89
C=CCc1c(O)c(C(=O)/C=C/c2ccc(OC)cc2)c(OC)c2ccoc12	46	74	72	66	74	60	47	100	87
COc1ccc(-c2c(NC(=O)Nc3ccc(S(N)(=O)=O)cc3)cnn2-c2ccc(S(N)(=O)=O)cc2)cc1	100	98	103	nt	88	95	nt	102	109
Cc1ccc(-c2nc(C#N)c(N3CCN(S(=O)(=O)c4ccccc4)CC3)o2)cc1	99	92	105	99	61	64	80	81	96
c1ccc(C2=NC3(CCCCC3)N=C2c2ccccc2)cc1	nt	103	107	110	80	91	98	98	102
CCN(CC)CCn1c(=O)c2cc(OC)c(OC)cc2c2ccc3cc4c(cc3c21)OCO4	nt	33	10	8.9*	23	68	17	11	24
O=C(O)CCC(=O)OC[C@@H](NC(=O)C(Cl)Cl)[C@H](O)c1ccc([N+](=O)[O-])cc1	117	93	88	104	72	nt	90	94	110
CC(O)CN1CC(O)=C(c2nc3ccccc3s2)C1=N (stereo not given)	116	103	228	113	90	131	101	100	115
O=C(CSc1nnc(-c2ccncc2)o1)N/N=C/c1ccc([N+](=O)[O-])cc1	105	95	90	95	85	103	88	86	109
N#Cc1c(NCc2ccc(N3CCCCC3)cc2)oc(-c2ccccc2)c1-c1ccccc1	75	97	98	101	84	105	85	98	107
c1ccc2c(c1)ccn2CCCN1CCCCC1 (tested in a mixture with another compound)	81	98	94	130	92	103	99	120	115
CCOc1ccc(/C=C2\Oc3cc(C)c(Cl)cc3C2=O)cc1	nt	100	98	127	102	112	95	103	104
CCCCCC(=O)Oc1ccc(/C(=C(\C)c2ccccc2)c2ccc(OCCN3CCCCC3)cc2)cc1	nt	80	96	83	60	85	89	70	97
CCCCNS(=O)(=O)C(C(=O)OCC)c1ccc2c(c1)N(C)C(=O)C(CCOc1ccncc1)O2 (stereo not given)	68	98	104	120	85	102	100	98	109

Among those listed so far, these have a Cl atom.
SMILES	A498	SN12C	ACHN	RXF 393	UO-31	TK-10	CAKI-1	786-0	DU-145
C=C1C(=O)O[C@H]2[C@H]1CC/C(COC(=O)/C=C\C(=O)NCc1ccc(Cn3c(=O)sn(-c4ccc(Cl)cc4)c3=O)cc1)=C\CC[C@@]1(C)O[C@@H]21	-16*	-96*	-100*	nt	-100*	-85*	-70*	-83*	-95*
C/C(=N/NC(=O)c1sc(=S)n(C)c1N)c1cc2cc(Cl)ccc2o1	-3.8*	91	96	nt	nt	101	117	106	87
O=C(c1ccc(Cl)cc1)C1[C@H](c2ccccc2Cl)[C@@H](c2ccccc2)NC12C(=O)Nc1ccc(Cl)cc12 (stereo not given in full)	-41*	-90*	-26*	-93*	-51*	-0.4*	-20*	-55*	-28*
C/C(=N/O)c1ccc(NC(=O)CSc2nnc(-c3ccc(-c4nc5ccc(Cl)cc5[nH]4)cc3)o2)cc1	160	-34*	45	-72*	104	99	60	-66*	-14*
Cc1cccc(Cl)c1NC(=O)SC(C)C	91[100 µM]	99[100 µM]	103[100 µM]	108[100 µM]	95[100 µM]	100[100 µM]	92[100 µM]	99[100 µM]	108[100 µM]
Cc1cc(Nc2nc(-c3cn(-c4ccc(Cl)cc4)nn3)nc3ccccc23)n[nH]1	30	59	43	nt	30	45	19	61	53
Nc1nc2c(C(=O)Nc3ccc(Cl)cc3)c(Nc3ccc(Cl)cc3)nn2cc1-c1nc2ccccc2s1	93	95	107	111	79	130	91	110	111
O=C(Nc1nc(-c2ccccc2)cc(-c2ccc(Cl)cc2)n1)c1cccnc1	84	102	110	91	81	114	89	90	110
CC(C)(C)c1ccc(OCCOCCCl)c(Cl)c1	98	98	100	103	95	95	101	100	103
Clc1cccc(Cl)c1NC1=NCCN1	112	97	100	109	79	nt	89	100	115
Cc1ccc(-c2cn(-c3ccc(Cl)cc3)c(SCC(=O)c3ccc(Br)cc3)n2)cc1	96	94	83	91	92	100	82	86	101
COc1ccc2nc3cc(Cl)ccc3c(SC(CC(=O)O)C(=O)O)c2c1 (stereo not given)	83	101	113	111	78	98	97	104	100
O=C(O)CCC(=O)OC[C@@H](NC(=O)C(Cl)Cl)[C@H](O)c1ccc([N+](=O)[O-])cc1	117	93	88	104	72	nt	90	94	110
CCOc1ccc(/C=C2\Oc3cc(C)c(Cl)cc3C2=O)cc1	nt	100	98	127	102	112	95	103	104

Bioassay records as filed in PubChem BioAssay.

Rows were taken by chance. Share with any hit: about 11%.
